All columns: NCI-60 one-dose screen, growth in % after 48 h at 10 µM unless noted; 100 = growth as untreated, 0 = no growth, -100 = all killed.
IGROV1: IGROV1 ovarian cancer; hit rate 4.7% among 79,000; AID 1794786
HCT-15: HCT-15 colon cancer; hit rate 5.2% among 82,000
COLO 205: COLO 205 colon cancer. hit rate 7.3% among 79,000
HT29: HT29 colon cancer; hit rate 7.4% among 81,000; AID 1794748
KM12: KM12 colon cancer cells | hit rate 5% among 82,000
SK-OV-3: SK-OV-3 ovarian cancer cells; hit rate 3.2% among 80,000; AID 1794785
HCT-116: HCT-116 colon cancer; hit rate 7.3% among 82,000; AID 1794798
SW-620: SW-620 colon cancer; hit rate 5.2% among 82,000; AID 1794795
OVCAR-4: OVCAR-4 ovarian cancer cells; hit rate 3.7% among 80,000; AID 1794784
* marks the source's active call; other numbers are inactive results; / = not tested or not shown; & = joins results of further samples; ! = not active in a repeat. How the source made its calls: active means growth percent below 10; inactive means the rest. No enrichment for hits (roughly 12% active in at least one column).

SMILES	IGROV1	HCT-15	COLO 205	HT29	KM12	SK-OV-3	HCT-116	SW-620	OVCAR-4
COC(=O)c1nc(=S)[nH]c(C(=O)OC)c1C(=O)C(C)(C)C	114	103	118	119	109	155	124	118	102
COC(=O)c1cccc(Oc2ccc(NC(=O)Nc3cc(C(F)(F)F)ccc3F)cc2)c1	57	62	88	63	75	88	61	90	55
O=C(CCCC(=O)Nc1ccc(Cn2nnc3cc(Cl)c(Cl)cc32)cc1)Nc1ccc(CN2N=NC3C=C(Cl)C(Cl)=CC32)cc1 (stereo not given)	81	97	/	86	80	86	75	86	66
CC(C)CC(=O)NC1CCCCC1	106	104	103	84	99	103	100	101	116
O=C(NNc1nc2ccccc2nc1/C=C/c1ccc(F)cc1)Nc1cccc(Cl)c1	65	59	77	64	60	96	45	65	48
COc1ccc(/C=N/NC(=O)CSc2nc3ccccc3c(=O)n2CCc2ccc(S(N)(=O)=O)cc2)cc1OC	105	102	95	95	86	100	91	108	86
CCN(CC)CCNc1ccccc1Cl	103	99	110	99	100	113	95	103	101
COc1ccc(Nc2nc(N)nn2S(=O)(=O)c2cccs2)cc1	101	111	114	116	106	119	101	103	109
C=C1C(=O)O[C@H]2[C@H]1CC/C(Cn1cc(-c3ccc(OC)cc3)nn1)=C\CC[C@@]1(C)O[C@@H]21	-51*	-71*	-86*	-82*	65	120	-84*	-50*	27
CS(=O)(=O)c1nccc(-c2c(-c3cccc(OCc4ccccc4)c3)nc3sccn23)n1	58	49	88	78	51	73	58	47	74
CC/C(Cc1ccccc1)=C(/c1ccc(O)cc1)c1ccc(OCCN2CCOCC2)cc1	91	87	102	87	93	107	91	107	98
COC(=O)NC1(C(=O)O)CCCC1	/	108	134	119	103	103	102	103	114
O=S(=O)(NCCCNc1nccc(-n2ccc3cccnc32)n1)c1cccc(C(F)(F)F)c1	107	103	108	111	98	112	105	108	101
Cc1ccc(S(=O)(=O)Oc2ccc(-c3cnc4ccccc4n3)cc2)cc1	119	94	135	90	106	104	107	104	/
Nc1nc2ccccc2c2c(=O)c3c(Cl)cccc3sc12	97	100	110	108	98	87	108	97	104
COCCNC(C(=O)c1ccccc1)c1ccccc1 (stereo not given)	102	100	117	107	104	101	100	101	105
Nc1cc(C(=O)O)cc(-n2c(O)c(C=C3N=c4ccccc4=N3)sc2=S)c1	87	103	103	108	103	100	99	97	101
COc1ccc2c(c1)/C(=C\c1c[nH]c3ccc(OC)cc13)C(=O)N2	42	32	37	25	10	53	30	15	58
Cc1c(C(=O)N2CCN(c3nsc4ccccc34)CC2)nnn1-c1ccc(Cl)cc1	86	85	104	79	95	103	62	90	52
CN1CCN(CC#C[C@@H]2CC[C@]3(CO)CC[C@]4(C)[C@H](CC[C@@H]5[C@@]6(C)CC[C@H](O)C(C)(C)[C@@H]6CC[C@]54C)[C@@H]23)CC1	80	29	74	27	79	111	45	84	107
CCOc1ccc2cc(-c3nn(CC4CCN(C)CC4)c4ncnc(N)c34)ccc2c1	61&81	30&76	40&90	9.9*!	66&89	85&83	24&63	66&91	71&91
COc1ccc(-c2nc3sc(-c4ccccc4)cn3n2)cc1	48	30	37	30	30	68	40	35	62
COC(=O)c1ccc2cc(OC)cc([N+](=O)[O-])c2n1	114	111	104	/	109	121	107	116	118
Nc1c(C(=O)Nc2cccc(Cl)c2)sc2nc3c(cc12)CN(Cc1ccccc1)CC3	84	88	79	93	82	95	103	86	87
COC(=O)C(C#N)C(C#N)c1cc(OC)c(OC)cc1[N+](=O)[O-] (stereo not given)	101	111	102	111	101	107	90	107	116
O=C(Nc1ccc2ncnc(Nc3nccs3)c2c1)c1ccccc1	68	67	92	75	69	91	78	90	91
COc1ccc(C(=O)Cn2c(C(=O)c3ccc(Cl)cc3)nc3ccccc32)cc1	40	34	111	51	38	99	27	33	62
CC(C)(C)c1cccc(C(C)(C)C)c1O	121	98	104	118	117	104	98	107	112
CC(C)C(=O)Nc1ncc(C(=O)NCCN(Cc2ccccc2)C(=O)c2ccc(S(=O)(=O)Nc3ccccc3)cc2)s1	105	97	118	104	105	110	91	107	112
c1ccc(COC(CN2CCCCC2)c2ccccc2)cc1 (stereo not given)	107	94	103	92	105	108	105	99	111
CC(=O)OCc1ccc[n+]([O-])c1	124	94	111	113	106	107	108	102	108
O=C1C(=O)c2ccccc2C(O)=C1C(C1=C(O)c2ccccc2C(=O)C1=O)c1ccc(Cl)c(Cl)c1	98	/	69	52	107	98	92	103	112
O=Cc1ccc([N+](=O)[O-])cc1	111	98	109	105	103	108	103	94	108
O=[N+]([O-])c1cc(C(F)(F)F)ccc1Cl	102	113	106	93	102	98	98	98	/
CC(=O)O[C@H]1[C@H](CC#CC#CC[C@@H]2C[C@]3(C)[C@H]4CC=C5[C@H]6CC(C)(C)CC[C@]6(C(=O)NCCCCN)CC[C@@]5(C)[C@]4(C)CC[C@H]3C(C)(C)[C@H]2OC(C)=O)C[C@]2(C)[C@H]3CC=C4[C@H]5CC(C)(C)CC[C@]5(C(=O)NCCCCN)CC[C@@]4(C)[C@]3(C)CC[C@H]2C1(C)C	110	111	111	106	93	125	95	94	105
O=c1oc2ccc(Br)cc2cc1C1=CSc2nc3sc4c(c3c(=O)n2N=C1)CCCC4	91	95	105	108	98	80	96	108	86
Nc1nonc1-n1nncc1-c1cccnc1	103	101	114	107	105	104	106	111	99
O=C(O)C(C(=O)O)c1cccc2ccccc12	111	104	110	95	109	101	102	99	100
COc1ccc(/C=C/C(=O)c2ccc(Oc3ncnc4ccccc34)cc2)cc1OC	34	24	85	27	23	91	-43*	32	70
Cc1ccc(-c2cc(C(=O)OCc3ccc(Br)cc3)nn2-c2ccc(S(C)(=O)=O)cc2)cc1	110	80	127	98	101	109	89	102	93

Some entries already given with just KM12 and HCT-116.
structure | KM12 | HCT-116
CCOc1ccc2cc(-c3nn(CC4CCN(C)CC4)c4ncnc(N)c34)ccc2c1 | 66&89 | 24&63
COc1ccc(-c2nc3sc(-c4ccccc4)cn3n2)cc1 | 30 | 40

The list continues:
SMILES	IGROV1	HCT-15	COLO 205	HT29	KM12	SK-OV-3	HCT-116	SW-620	OVCAR-4
O=c1oc2ccc(I)cc2c(=O)n1-c1ccc(I)cc1F	16	2.0*	44	28	-11*	0.7*	2.7*	8.0*	17
O=c1cc(-c2ccccc2)oc2ccc(O)cc12	107	95	107	104	107	112	107	106	96
COc1cc(Nc2ncccc2/C=C/C(=O)c2cc(OC)c(OC)c(OC)c2)cc(OC)c1OC	87	74	75	68	71	97	61	72	83
O=C(c1nc2ccccc2[nH]1)C1C(c2ccc(F)cc2)C2CSCN2[C@@]12C(=O)Nc1ccccc12 (stereo not given in full)	93	94	109	86	89	/	93	91	83
C=CCOC(=O)C1=C(C)NC2=C(C(=O)CCC2)C1c1ccc(OC)cc1 (stereo not given)	126	106	113	103	109	89	94	101	105
C=C(C)[C@@H]1CC[C@]2(C(=O)OC)CC[C@]3(C)[C@H](CC[C@@H]4[C@@]5(C)C/C(=C/NC(N)=O)C(=O)C(C)(C)[C@@H]5CC[C@]43C)[C@@H]12	102	92	97	77	101	106	84	98	85
CC(=O)OCCCc1ccccc1	111	96	109	109	107	86	103	114	117
N#CC(=C1CCN(Cc2ccccc2)CC1)c1ccccc1	98	102	115	114	109	105	96	103	95
C=CC(=O)N1CCN(c2ccc3cccc(NC(=O)c4cnc(C)cn4)c3n2)CC1	9.7*	21	59	51	23	11	27	49	44
CCCCNc1nnc(-c2ccc(-n3nc(-c4ccc(OC)cc4)cc3-c3ccc(OC)cc3)cc2)s1	121	93	91	/	94	/	97	95	88
N#Cc1cccc(OCc2nc(N)nc(N)c2-c2ccc(Cl)c(Cl)c2)c1	18	18	34	9.6*	25	39	12	18	88
O=C1/C(=C/c2cccc(OCc3ccccc3)c2)Oc2cc(OCCN3CCCCC3)ccc21	72	-37*	94	21	68	121	53	67	86
CCOC(=O)c1c2ncccc2n2c(=O)n(-c3ccccc3C)nnc12	64	100	108	112	119	81	93	117	90
O=C(c1ccccc1)C1CC1c1ccccc1 (stereo not given)	114&104	109&105	112&106	104&104	111&102	110&101	105&103	104&103	95&101
Nc1ccc(C(=O)Nc2cc(S(=O)(=O)O)cc3cc(S(=O)(=O)O)ccc23)cc1	130	121	106	119	105	112	107	105	/
Clc1ccccc1/C=C/c1ccccn1	93	94	99	117	93	102	95	100	100
O=C(NNC(=O)Nc1ccc(Cl)cc1)Nc1ccccc1	95	95	99	79	99	97	95	99	82
COC1=C[C@]23CCC(=O)N2CCc2cc4c(cc2[C@@H]3[C@@H]1OC(=O)CCCC(C)C)OCO4	43	23	68	32	49	54	19	63	54
Clc1ccc(C2CC(c3cccc(Nc4ccnc5cc(Cl)ccc45)c3)=NN2c2ccc(Cl)cc2)cc1 (stereo not given)	110	94	98	88	97	101	75	91	124
CC1=CC(=O)C(C(C)=NCc2ccccn2)C(=O)O1 (stereo not given)	118	109	115	103	103	111	93	109	116

In another format: results already given.
mol | IGROV1 | HCT-15 | COLO 205 | HT29 | KM12 | SK-OV-3 | HCT-116 | SW-620 | OVCAR-4
COC1=C[C@]23CCC(=O)N2CCc2cc4c(cc2[C@@H]3[C@@H]1OC(=O)CCCC(C)C)OCO4 | 43 | 23 | 68 | 32 | 49 | 54 | 19 | 63 | 54
Clc1ccc(C2CC(c3cccc(Nc4ccnc5cc(Cl)ccc45)c3)=NN2c2ccc(Cl)cc2)cc1 (stereo not given) | 110 | 94 | 98 | 88 | 97 | 101 | 75 | 91 | 124
CC1=CC(=O)C(C(C)=NCc2ccccn2)C(=O)O1 (stereo not given) | 118 | 109 | 115 | 103 | 103 | 111 | 93 | 109 | 116

New compounds follow.
SMILES	IGROV1	HCT-15	COLO 205	HT29	KM12	SK-OV-3	HCT-116	SW-620	OVCAR-4
CCCCCCCCCCCC[n+]1ccc(CCCCCCCCC)cc1	-79*	-48*	-77*	-84*	-74*	-19*	-91*	-67*	-79*
NC(=O)c1c(NC(=O)COC(=O)c2ccccc2Br)sc2c1CCC2	117	113	125	97	97	108	93	103	114
CCOc1ccc2nc(NC(=O)c3cccnc3Nc3ccc(F)cc3)sc2c1	94	99	118	111	105	112	95	108	106
O=c1[nH]c2ccccc2cc1CSc1nccc(-c2ccc3ccccc3c2)n1	90	29	83	44	70	84	42	51	80
O=C1c2ccccc2C(=O)N1Cc1cccc(I)c1	103	105	122	126	106	110	109	106	94
c1ccc(-c2ccnc3c2c(-c2ccccc2)nn3-c2ccccc2)cc1	104	96	104	97	104	102	95	96	110
c1ccc(Cn2nc3c(c2-c2ccccc2)-c2oncc2CC3)cc1	110	99	113	96	100	115	94	106	88
CCCNC(C)(C)COC(=O)Nc1ccccc1Cl	102	105	108	99	109	100	96	103	115
O=C1CC2C=CCN2C=C1NC(=O)c1ccncc1 (stereo not given)	102	108	111	89	101	99	99	109	103
CC(C)(C)c1cc(/N=C/c2ccc(Cl)cc2)n(-c2ccccc2)n1	154	96	119	95	101	104	96	97	99
COc1ccc(CNc2nc3ccc(OC/C(=C\F)CN)cc3o2)cn1	91	105	111	103	103	110	96	98	80
COc1ccc(-c2nnc(SCC(=O)Nc3nc(-c4ccccc4)cs3)o2)cc1	86	96	/	94	94	82	94	101	99
N#Cc1cnn2c1NC(=O)CC2C(=O)O (stereo not given)	105	107	114	108	111	106	101	96	103
Cc1cc2c3ccccc3ccc2[n+]2ccccc12	34	105	54	69	26	71	43	33	32
C=C1C(=O)O[C@H]2[C@H]1CC/C(COC(=O)CCCCCCCCC(=O)OC/C1=C/CC[C@@]3(C)O[C@H]3[C@H]3OC(=O)C(=C)[C@@H]3CC1)=C\CC[C@@]1(C)O[C@@H]21	-19*	-32*	-46*	-28*	20	87	-63*	2.6*	29
Cc1sc2nc(N3CCOCC3)[nH]c(=O)c2c1C	101	98	104	98	101	98	103	104	107
N=C(N)c1ccc(-c2nc3ccc4[nH]ncc4c3c3c2CCCC3)cc1	80	104	75	96	46	68	76	78	102
Cc1cc(=O)n(C)c(SCC(=O)N2CCOCC2)n1	103	103	92	90	101	95	96	94	111
N#Cc1c(-c2ccccc2)nc(SCCC(=O)N2CCN(c3ccccc3)CC2)[nH]c1=O	127	104	108	101	107	103	87	112	116
CCOc1cc(C(=O)O)cc(Cl)n1	117	115	121	103	107	114	103	106	114
O=C(Cn1cc(COc2ncnc3c2cnn3-c2ccccc2)nn1)Nc1cccc2ccccc12	102	97	/	102	94	/	102	99	77
BrC(Br)(Br)COCOCC(Br)(Br)Br	96	95	97	96	96	91	90	96	/
CC(=O)c1ccc2c(c1)CCN2	117	105	102	101	110	100	100	113	/
O=C(Nc1ccc2c(ccn2C(=O)c2cccc(F)c2)c1)c1ccnnc1	91	110	104	99	97	108	107	98	84
CC(=O)CC(=O)SCCNC(C)=O	99	100	108	108	98	109	104	102	98
CCOC1C=CC(OC(C)=O)C(COC(C)=O)O1 (stereo not given)	102	99	101	97	102	89	95	89	117
Cc1cc(C)[nH]n1	196	115	/	/	110	106	107	104	/
O=C1C(Cl)C(c2cccc([N+](=O)[O-])c2)N1n1cnnc1 (stereo not given)	89	104	/	109	96	82	89	103	/
Cn1c(N)c(NC=O)c(=O)n(C)c1=O	106	98	105	100	100	101	89	101	103
CC1NC(=O)COC1c1ccccc1 (stereo not given)	75	105	124	119	107	106	102	115	111
O=C(Cn1nnc2ccccc21)N/N=C/c1ccccc1F	109	106	113	99	92	98	101	97	110

High-throughput results from PubChem.
